Screening data from PubChem BioAssay.
MT stabilizer – microtubule stabilizers in HeLa cells, primary screen, imaging, high-content imaging; HeLa tubulin immunostaining HCS, 24 h; share of cells brighter than vehicle mean+2SD; % tubulin-high responders, % at 10 µM; 0.83% of 200,000 active; AID 2205, 2009;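 active means plate Z-score above 3 for both tubulin-high and condensed-nucleus cell shares, with cell loss under 80%, at 10 µM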;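 further: anti alpha tubulin signal scored within the nucleus-defined area of each cell; some results filed as inactive read as strong as hits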
Yfh1-depleted yeast – enhancers of respiration in Yfh1-depleted yeast, dose response, Friedreich's ataxia, plus single-dose screen (AID 1465); S. cerevisiae Yfh1-off respiration, WST-1 reduction, 72 h; higher fold induction means a stronger effect; fold induction at 50 µM, or EC50 in µM where a hit was titrated; 0.074% of 220,000 active;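 active means fold induction of absorbance versus untreated yeast above a set limit, then at least 30% activation at any dose in follow-up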;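 further: activators that raise dye reduction in frataxin-depleted yeast; strong numbers were not always called active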
Autophagy mod – autophagy modulators in MEF cells, primary screen, imaging, high-content, MEF GFP-LC3 | MEF GFP-LC3 puncta imaging; test concentration mostly 10 µM | calls only at 10 µM (by protocol) | 0.98% of 190,000 active | AID 463193, 2010;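 active means percentage of spot-positive cells more than 3 SD above its plate mean, without a fluorescence outlier flag or 80% toxicity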;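 further: spot-positive cell cutoff set from DMSO-treated cells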
WT yeast gro inh – growth inhibition of WT strain, primary screen, mitochondrial fusion inhibitor project, WT and mutant strains, chemical genetic; 2.1% of 190,000 active; mitochondrial fusion phenotypic screen; inhibition, % at 10 µM; in the data active means inhibition above about 58%; tested in S. cerevisiae
Ins promoter up – insulin promoter activators in MIN6 cells, imaging, high-content screening, mouse beta cells. MIN6 insulin promoter-GFP reporter; hits give high values. z-score at 5 µM. 0.3% of 190,000 active;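 active means z-score above 3 at 5 µM with at least 500 cells counted in the well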
human PMI inhibition – inhibitors of human PMI, primary screen, biochemical, fluorescence intensity, coupled assay (AID 1209); purified PMI enzyme, coupled fluorescence intensity; higher % means a stronger effect; one-dose inhibition, % at 20 µM; IC50 in µM for titrated hits; 0.42% of 190,000 active;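 further: plate controls were DMSO vehicle for no effect and wells lacking substrate for full effect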
human PMI inhibitors – human PMI inhibitors, high substrate, primary screen, biochemical, fluorescence intensity, high mannose 6-phosphate (AID 1220); Mannose-6-phosphate isomerase (Homo sapiens); recombinant PMI enzyme, coupled fluorescence intensity; higher % means a stronger effect; one-dose inhibition, % at 20 µM; IC50 in µM for titrated hits; 0.66% of 190,000 active
Dynein transport – inhibitors of GR-EGFP nuclear translocation, primary screen, dynein cargo transport inhibitor project, imaging, high-content, 3617.4 mouse cells; test concentration mostly 20 µM; stimulated with dexamethasone, 1 µM; hits give low values; z-score, hits read low; AID 1381, 2008; 0.47% of 220,000 active;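 active means plate z-score of nuclear minus cytoplasmic receptor signal below a set negative limit, without overly bright fluorescence or cell loss, cut at about -3.5 in these data, passing the limit was not always enough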;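 further: z-score of nuclear minus cytoplasmic ring GR-EGFP intensity difference per well; some compounds called inactive have numbers as strong as hits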
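Schedule: 48 h induction, then 1 h compound, then 30 min agonist, 37 °C. Buffer or medium: tetracycline-free induction medium containing charcoal-stripped FBS. Reagent: 1.0 µM final dexamethasone stimulus. Evaluation: nuclear versus cytoplasmic GR-EGFP signal, averaged per well. Signal: high-content fluorescence imaging after fixation.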
b-catenin transl – modulators of beta-catenin nuclear translocation, primary screen, imaging, HeLa cells, immunofluorescence, high-content | nuclear translocation activity, % at 5 µM | 0.3% of 190,000 active;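 active means nuclear translocation activity above 50% at 5 µM, with a well cell count of 50 or more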;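 further: per-cell ratio of nuclear to cytoplasmic median beta-catenin stain intensity; plate controls were DMSO negative control for no effect and GSK-3 inhibitor IX positive control for full effect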
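Assay system: human HeLa cells, native beta-catenin; doses: 5 µM primary, 0.02–20 µM confirmation; incubation: compound treatment 24 h, 37°C, 5% CO2; technique: fluorescence imaging of beta-catenin antibody stain plus DAPI; measure: % activation, nuclear-to-cytoplasmic median beta-catenin signal ratio per cell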
WT yeast gro inh mutant strain – recorded beside WT yeast gro inh, whose call it bears; inhibition, %; mitochondrial fusion phenotypic screen, mutant strain inhibition
Dynein transport cytoplasmic EGFP – further read-out of Dynein transport, marked with its call; z-score; measured here: cytoplasmic GR-EGFP intensity; hits give high values
Dynein transport nuclear GR-EGFP – also measured in Dynein transport; calls as there; z-score; measured here: nuclear GR-EGFP intensity;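 lower value marks the stronger effect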
Dynein transport cell count – also measured in Dynein transport; calls as there; z-score; measured here: cell count per field
Ins promoter up cell count – further read-out of Ins promoter up, marked with its call; cell count; measured here: cytotoxicity, nuclei count;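 total cells summed across four imaged fields per well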
b-catenin transl cell count 5 µM – also measured in b-catenin transl; calls as there; cell count; measured here: cell count, cytotoxicity flag
MT stabilizer Hoechst-high % – also measured in MT stabilizer; calls as there; % Hoechst-high responders; measured here: nuclear condensation Hoechst responders;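 share of cells brighter than vehicle mean plus two SD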
MT stabilizer cytotoxicity % – further read-out of MT stabilizer, marked with its call; toxicity, %; measured here: cytotoxicity by cell density;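 0% = mean cell density of plate MIN control wells and 100% = no cells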
Autophagy mod cell loss 18 h – further read-out of Autophagy mod, marked with its call; toxicity, %; measured here: cell loss, nuclei count;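 cell loss after 18 h compound exposure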
* marks the source's active call; other numbers are inactive results; i = inactive; · = not tested or not shown. Unless noted, no stated cut-off is given here; in the data, active means inhibition above about 50%; inactive means the rest. Only part of the results is shown, so the mix of outcomes need not match the whole.

Below each SMILES – MT stabilizer | MT stabilizer Hoechst-high % | MT stabilizer cytotoxicity % | Yfh1-depleted yeast | Autophagy mod | Autophagy mod cell loss 18 h | WT yeast gro inh | WT yeast gro inh mutant strain | Ins promoter up | Ins promoter up cell count | human PMI inhibition | human PMI inhibitors | Dynein transport | Dynein transport cytoplasmic EGFP | Dynein transport nuclear GR-EGFP | Dynein transport cell count | b-catenin transl | b-catenin transl cell count 5 µM
- CC(=O)c1ccc(OC(NC(=O)Cc2ccccc2)C(Cl)(Cl)Cl)cc1 (stereo not drawn)
→ 1.2 | 1.8 | 10 | i | i | -8 | 2 | -7 | -0.57 | 1637 | 7% | -2% | 0.26 | -0.33 | 0.37 | 0.38 | 0.9 | 1350
- CCOC(=O)C(NC(C)=O)C(OC(C)=O)c1cccc(N(CCCl)CCCl)c1 (stereo not drawn)
→ 2.9 | 2.0 | 8.1 | i | i | 11 | -9 | 10 | · | · | -61% | -101% | 0.38 | -0.22 | 0.1 | -0.21 | -0.2 | 999
- CC1CN=C(Nc2ccc(N(C)C)cc2)S1 (stereo not drawn)
→ 3.7 | 2.9 | 8.0 | i | i | -6 | -44 | -49 | -1.4 | 1070 | 6% | 11% | -0.18 | -0.39 | -0.1 | 0.31 | 2.5 | 1106
- O=C(O)C1C2CCC(O2)C1C(=O)NC1CCCCC1 (stereo not drawn)
→ 4.8 | 3.4 | 1.5 | i | i | -7 | -2 | -4 | -0.13 | 1225 | -8% | -13% | 0.22 | -0.27 | -0.2 | -0.56 | 0.9 | 577
- COc1ccc(-n2cnc3cc(C(=O)N4CCC5(CC4)OCCO5)ccc32)cc1
→ 13* | 48* | 35* | i | i | 22 | 3 | 9 | 0.22 | 962 | -2% | 0% | -0.79 | -0.28 | -0.27 | 0.2 | 32 | 517
- CCOP(=O)(OCC)C(CC)N1CCOCC1 (stereo not drawn)
→ 0.7 | 1.2 | 2.8 | i | i | 1 | -8 | -1 | · | · | -6% | -7% | 0.77 | 0.012 | 0.047 | -0.18 | · | ·
- Cc1cccc(OCC(=O)N2CCN(Cc3ccncc3)CC2)c1
→ 1.7 | 1.5 | 6.4 | i | i | 0 | 10 | -2 | -0.58 | 986 | -2% | -7% | 0.3 | -0.21 | 0.19 | -0.51 | -4.4 | 1175
- CN1CCN(c2nccc3c2ncn3C)CC1
→ 3.9 | 2.5 | 12 | i | i | 2 | 3 | 13 | 0.49 | 1117 | -11% | -10% | -0.85 | -0.14 | -0.21 | 0.71 | -5.9 | 1013
- CN1CCN(c2ccc(C=O)cc2)CC1
→ 1.3 | 1.8 | 5.6 | i | i | -5 | 2 | 7 | -0.4 | 687 | 1% | -9% | 1.4 | 0.34 | 0.9 | -1.7 | -0.2 | 1028
- CN(C)C1(c2nnnn2-c2ccc(Cl)cc2)CCCCC1
→ 4.4 | 3.0 | 4.7 | i | i | 1 | 18 | 9 | -0.32 | 1061 | 6% | 25% | -0.61 | -0.22 | -0.22 | -0.25 | · | ·
- Cc1ccccc1-n1c(O)c(/C=C2/C(c3ccccc3)=Nc3ccccc32)c(=O)[nH]c1=O
→ 8.7 | 43 | 30 | i | i | 13 | 37 | 17 | 1 | 923 | 4% | -2% | 0.31 | -0.25 | 0.17 | -0.99 | 38 | 676
- CN(C(=O)c1ccco1)C1(c2ccccc2Cl)CCCCC1=O (stereo not drawn)
→ 2.3 | 1.7 | 8.2 | i | i | -1 | -6 | 13 | -1.7 | 1083 | -3% | 1% | -0.34 | -0.39 | -0.27 | 0.89 | -5.5 | 1036
- CCC1(CCc2ccncc2)C(=O)NC(=O)NC1=O
→ 1.7 | 1.0 | 8.4 | i | i | 6 | -8 | 21 | 0.02 | 1308 | 2% | -3% | 0.41 | -0.22 | 0.4 | -0.016 | 0.3 | 1194
- CC(C)N1CCN(Cc2cccc([N+](=O)[O-])c2)CC1
→ 2.0 | 2.3 | 5.1 | i | i | -3 | -8 | 2 | · | · | -3% | -5% | 0.31 | -0.31 | 0.37 | -0.35 | -0.3 | 1112
- CC(=O)Nc1nc(CCl)cs1
→ 3.4 | 1.9 | 11 | i | i | -5 | -12 | -15 | -0.06 | 1228 | -52% | -37% | -0.036 | -0.29 | -0.16 | 0.24 | 0.0 | 1034

Individual results from the results shown:
CN(C)C1(c2nnnn2-c2ccc(Cl)cc2)CCCCC1 | Dynein transport = -0.61
CCOP(=O)(OCC)C(CC)N1CCOCC1 (stereo not drawn) | WT yeast gro inh mutant strain = -1

The list continues.
Below each SMILES – MT stabilizer | MT stabilizer Hoechst-high % | MT stabilizer cytotoxicity % | Yfh1-depleted yeast | Autophagy mod | Autophagy mod cell loss 18 h | WT yeast gro inh | WT yeast gro inh mutant strain | Ins promoter up | Ins promoter up cell count | human PMI inhibition | human PMI inhibitors | Dynein transport | Dynein transport cytoplasmic EGFP | Dynein transport nuclear GR-EGFP | Dynein transport cell count | b-catenin transl | b-catenin transl cell count 5 µM
- CCCC/C(=N/O)c1c(C)[nH]c2ccccc12
→ 2.7 | 2.1 | 9.3 | i | i | 1 | 5 | -15 | 0.01 | 1395 | 8% | 6% | -0.6 | -0.39 | -0.8 | 0.93 | -0.9 | 1487
- CCOP(=O)(OCC)C(NC(=O)c1ccccc1)C(Cl)(Cl)Cl (stereo not drawn)
→ 4.1 | 1.5 | 4.9 | i | i | 15 | 0 | -5 | 0.85 | 1266 | -6% | -2% | 1 | -0.19 | 0.85 | -0.35 | 0.7 | 533
- O=c1[nH]c(=S)n(C2CC2)c(O)c1C=NCc1ccc(F)cc1
→ · | · | · | i | · | · | · | · | 0.73 | 1059 | · | · | 1.4 | -0.19 | 1.2 | -0.9 | -0.2 | 1390
- COc1cccc(-n2c(=S)[nH]c3ccccc3c2=O)c1
→ 2.4 | 2.6 | 4.6 | i | i | 25 | -10 | -11 | -0.21 | 1419 | -1% | 8% | 1.8 | -0.27 | 0.87 | -0.033 | -2.0 | 1117
- COc1cc(C=C2C(=O)NC(=O)NC2=O)ccc1O
→ · | · | · | i | · | · | · | · | 0.08 | 1472 | · | · | -0.43 | -0.22 | -0.28 | 0.48 | -1.9 | 1092
- CC1=C2C(=O)C3C(CC=C4CC(OC5OC(O)C(O)C(O)C5CO)CCC43C)C2CCC12OC1CC(C)CNC1C2C (stereo not drawn)
→ · | · | · | i | · | · | · | · | 0.65 | 1059 | · | · | 0.16 | -0.22 | 0.61 | -0.74 | -0.8 | 1275
- COc1ccc(C2C(C#N)=C(N)Oc3c2c(=O)oc2ccccc32)cc1Cn1cc([N+](=O)[O-])cn1 (stereo not drawn)
→ 1.7 | 1.8 | 13 | · | i | 10 | 9 | -14 | -0.45 | 1594 | 4% | 1% | -0.0065 | -0.23 | 0.55 | 0.88 | 0.4 | 1206
- COc1cc2c(C(=O)N3CCN(C)CC3)c(C)n(C)c2cc1Br
→ 4.8 | 3.9 | 17 | i | i | -29 | 1 | -1 | -0.39 | 1454 | 7% | 5% | 2.6 | -0.16 | 1.5 | -1.5 | -3.3 | 986
- COc1ccc(Br)cc1CN1CCN(C(=O)Cc2ccccc2)CC1
→ 2.6 | 2.0 | 9.7 | i | i | 3 | -1 | -7 | 0.42 | 769 | 14% | 10% | 0.78 | 0.7 | 0.94 | 0.27 | -3.5 | 1093
- Cc1ccc(N2C(=O)/C(=C/N3CCN(C(=O)c4ccco4)CC3)C(=O)NC2=S)cc1C
→ 3.7 | 1.7 | 5.3 | i | i | 20 | -19 | -1 | -1.1 | 1500 | 38% | 46% | 2.7 | -0.17 | 2.1 | -2.2 | -1.1 | 1398
- O=c1[nH]c(O)c(N=Nc2ccc3c(c2)OCCO3)c(=O)[nH]1
→ 2.5 | 2.3 | 6.4 | i | i | 7 | 26 | 7 | -0.39 | 1109 | 3% | 3% | 2.6 | -0.31 | 1.8 | -1.9 | -0.1 | 1069
- Cc1sc2c(c1C)C(c1cccs1)=NCC(=O)N2CC(=O)NCc1cccs1
→ 2.3 | 2.1 | 11 | i | i | -14 | 2 | -4 | 0.05 | 1284 | 4% | 6% | -0.25 | -0.2 | -0.0053 | -0.017 | -0.2 | 1135
- CCc1ccc(C2=NN(CCC(=O)N3CCC4(CC3)OCCO4)C(=O)CC2)cc1
→ 1.5 | 1.2 | 3.0 | i | i | -5 | 11 | 8 | 0.44 | 1206 | 3% | 3% | 1.6 | -0.28 | 0.43 | -0.32 | -0.8 | 1081
- CN(C)/C=C1/C(=O)NC(=O)N(CCNc2ncc(C(F)(F)F)cc2Cl)C1=O
→ 1.9 | 1.1 | 6.2 | i | i | -31 | 3 | 5 | -0.37 | 1560 | 12% | 16% | -1.1 | -0.22 | -0.52 | 1 | -1.3 | 843
- CCOC(=O)c1ccc(N=Cc2c(O)n(-c3ccccc3F)c(=S)[nH]c2=O)cc1
→ 2.8 | 3.9 | 9.9 | i | i | -4 | 3 | 18 | 0.74 | 1266 | -34% | -51% | -0.41 | -0.27 | -0.54 | 0.03 | · | ·
- COC(=O)C(O)(c1ccc(N(C)C(=O)c2cccs2)cc1)C(F)(F)F (stereo not drawn)
→ 3.0 | 2.9 | 1.1 | i | i | 8 | -2 | 9 | 0.58 | 1483 | · | · | -0.1 | -0.38 | -0.042 | 1.2 | 3.7 | 1441
